Screens (PubChem)
OPRM1-OPRD1 inv: inverse agonist of human OPRM1-OPRD1 heterodimerization | cell-based MOR-DOR heterodimer luminescence, inverse agonism | inhibition, % at 9.3 µM | 0.21% of 340,000 active; in the data active means inhibition above about 22%, passing the limit was not always enough;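 further: 0% = cells with DMSO and 100% = wells without cells with DMSO; values of inactives mirror those of a sister screen read the other way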
AddAB inh: less growth of phage-infected E. coli with AddAB. E. coli expressing H. pylori AddAB, absorbance growth. AID 435030. inhibition, % at 11.9 µM. 0.29% of 330,000 active; in the data active means inhibition above about 12%;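 further: 0% = vehicle wells of infected cells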
Mot1-301 SUMO: inhibitors of SUMOylation pathway: yeast Mot1-301 growth rescue; S. cerevisiae Mot1-301 growth rescue, ATP luminescence, 38.5C; percent above DMSO median, 100 means doubled; growth rescue, % at 18.8 µM; 1% of 320,000 active; AID 2716;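 active means every valid replicate shows activation above 250% relative to neutral control wells; inactive means the rest, any valid replicate at or below 250%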;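 further: OY570 slx delta 5 strain wells were the positive control but not used for scaling; some compounds called inactive have numbers as strong as hits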
Ecoli viability: reduces bacterial viability in AddAB counter-screen | E. coli V3065 growth, OD600 absorbance, 18 h | 0.27% of 330,000 active | inhibition, % at 11.9 µM | AID 449728;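 active means inhibition above the campaign's mean inhibition across all tested compounds plus 3 SD, cut at about 9.9% in these data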;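 further: uninfected addAB+ strain grown without phage in ampicillin broth; 0% = DMSO wells and 100% = ciprofloxacin 0.95 µg/ml wells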
DSG3 Ab inh: blocks pemphigus antibody binding to human desmoglein-3. P32926. DSG3-coupled beads, scFv-anti-DSG3-GFP binding, flow cytometry; hits give low values. binding (percent of control), % at 10 µM. 0.48% of 310,000 active. AID 588358;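 active means binding more than 3 SD below its plate's average and above zero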;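 further: hits lower antibody fragment binding to DSG3; some compounds called inactive have numbers as strong as hits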
Target sequence (P32926 whole entry, looked up, the tested form may be a part): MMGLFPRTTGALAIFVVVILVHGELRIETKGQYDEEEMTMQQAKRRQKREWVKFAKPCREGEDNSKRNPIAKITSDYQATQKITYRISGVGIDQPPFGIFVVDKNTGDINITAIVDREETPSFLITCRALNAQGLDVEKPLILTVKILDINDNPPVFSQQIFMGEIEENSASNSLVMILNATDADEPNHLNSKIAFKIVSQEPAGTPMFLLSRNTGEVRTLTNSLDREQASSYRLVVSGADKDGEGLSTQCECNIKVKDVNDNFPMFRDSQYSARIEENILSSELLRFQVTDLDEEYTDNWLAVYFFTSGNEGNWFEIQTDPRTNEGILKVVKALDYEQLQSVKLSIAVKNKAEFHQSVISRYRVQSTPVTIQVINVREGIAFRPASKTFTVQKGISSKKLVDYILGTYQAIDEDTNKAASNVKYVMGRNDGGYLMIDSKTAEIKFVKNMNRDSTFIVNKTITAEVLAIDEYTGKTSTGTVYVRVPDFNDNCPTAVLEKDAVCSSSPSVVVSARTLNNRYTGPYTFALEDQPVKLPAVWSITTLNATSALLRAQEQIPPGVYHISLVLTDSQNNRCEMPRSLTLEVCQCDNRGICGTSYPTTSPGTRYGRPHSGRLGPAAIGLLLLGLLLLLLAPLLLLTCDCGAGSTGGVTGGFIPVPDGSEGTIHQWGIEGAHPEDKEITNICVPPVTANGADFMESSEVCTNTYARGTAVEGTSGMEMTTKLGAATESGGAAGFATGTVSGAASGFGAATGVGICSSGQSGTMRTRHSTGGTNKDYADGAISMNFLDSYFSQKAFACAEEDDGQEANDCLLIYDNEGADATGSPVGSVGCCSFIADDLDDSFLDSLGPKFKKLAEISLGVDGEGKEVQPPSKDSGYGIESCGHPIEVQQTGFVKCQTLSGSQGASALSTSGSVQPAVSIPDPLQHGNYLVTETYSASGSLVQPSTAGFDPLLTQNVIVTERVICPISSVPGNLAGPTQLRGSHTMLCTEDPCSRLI
phage Ecoli inh: E. coli growth loss with phage present; growth absorbance; inhibition, % at 11.9 µM; 0.26% of 360,000 active; AID 651602; in the data active means inhibition above about 11%
Arr AP2 block: human beta-arrestin and AP2 interaction inhibition; 0.31% of 340,000 active; inhibition, % at 10 µM; FITC-arrestin peptide / GST-AP2 beads, flow cytometry; AP2 beta2 appendage carries R879A mutation;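 active means inhibition above a set limit, near 3 SD of compounds lacking own fluorescence, cut at about 54% in these data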;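 further: plate controls were DMSO wells for no effect and 5 µM unlabelled arrestin peptide for full effect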
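Measured by: flow cytometry, FL1 (488/535 nm); Material: AP2 appendage R879A on GSH beads; Evaluation: percent response; Timing: pre-incubation 12 min, peptide binding 1 h, room temperature; Also added: 50 nM FITC-arrestin peptide; Medium: PBS with 0.05% Tween 20 and 0.1% BSA.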
PKA-R1A activ: activates the PKA-R1A holoenzyme complex | activation, % at 11.4 µM | 0.083% of 340,000 active | P00514+P68181 | AID 504707 | PKA-R1A dissociation, Cy5-IP20 fluorescence polarization; scaled: DMSO 0%, 113 µM cGMP 100%;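 active means percent activation above the mean of all tested compounds plus 3 SD, cut at about 19% in these data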;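 further: higher means more PKAc released from R1A so a rise in polarization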
PfHsp90 set2: reduces growth (ATP signal) of yeast expressing P. falciparum Hsp90 | S. cerevisiae expressing PfHsp90, BacTiter-Glo ATP, 48 h; yeast lacking PDR1 and PDR3 efflux regulators | 0.32% of 310,000 active | inhibition, % at 9.4 µM;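 active means every replicate shows inhibition above about 80%, whatever the replicate mean, limit read from the data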;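 further: 0% = DMSO neutral controls and 100% = 20 µM radicicol positive controls; yeast relying on Plasmodium falciparum Hsp90 in place of its own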
Tat transport: inhibitors of E. coli Tat protein transport; E. coli MC4100 TorA-mCherry Tat export, fluorescence; inhibition, % at 10 µM; 0.036% of 340,000 active;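 active means mean replicate inhibition at least 50% and at least half of replicates individually reaching 50%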;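 further: exported cargo escapes ClpAP degradation while cytoplasmic cargo is degraded and loses fluorescence; 0% = median of neutral control wells and 100% = median of NaSCN control wells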
MOR-DOR ag: agonists of human mu-delta opioid receptor heterodimerization | P35372+P41143 | cells, OPRM1-OPRD1 heterodimerization, luminescence | activation, % at 9.3 µM | 0.3% of 340,000 active | AID 504326; in the data active means activation above about 18%;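 further: 0% = vehicle-treated cells and 100% = reference agonist; values of inactives mirror those of a sister screen read the other way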
The depositor's hits bear a star; . = not tested or not shown.

SMILES	OPRM1-OPRD1 inv	AddAB inh	Mot1-301 SUMO	Ecoli viability	DSG3 Ab inh	phage Ecoli inh	Arr AP2 block	PKA-R1A activ	PfHsp90 set2	Tat transport	MOR-DOR ag
CC(C)C(NC(=O)c1ccco1)C(=O)NC1CCCCCC1 (centres undefined)	17	-0.3	-3	0.2	105	4.0	5	-4	5	25	-3.2
COc1ccc(NC(=O)CN(Cc2ccccc2)S(C)(=O)=O)cc1OC	1	3.4	-7	1.2	86	0.4	-3	-10	-14	-3	-0.2
Nc1cccc(C(=O)c2ccccc2C(=O)O)c1	3	.	.	.	78*	-1.2	32	8	-20	12	-0.6
Cc1cc(C)cc(NC(=O)C(=O)NCCCN2CCOCC2)c1	19	1.8	14	-0.4	100	4.0	11	-4	7	4	-3.7
Cc1cccc(NC(=S)N(CCN(C)C)C(C)c2ccccn2)c1 (centres undefined)	-19	-2.1	112	0.1	109	1.3	8	1	3	0	3.5
CCc1ccccc1NS(=O)(=O)c1ccc2c(c1)NC(=O)CC(=O)N2	7	1.7	-20	-1.5	100	0.2	11	-5	10	-1	-1.6
Cc1cc(F)ccc1NC(=O)C1CCN(S(=O)(=O)c2ccc3c(c2)CCCC(=O)N3)CC1	16	3.7	6	0.4	95	1.3	1	8	-17	1	-3.1
CCN(CC)c1ccc(/C=N/n2c(=S)[nH]nc(C)c2=O)cc1	-14	-0.9	-17	0.6	102	1.3	8	9	10	-9	2.4
CC(=O)OCC1=C(C(=O)O)N2C(=O)C(NC(=O)COc3ccc(F)cc3)C2SC1 (centres undefined)	11	.	.	.	101	3.4	19	-2	6	3	-1.8
Cc1ccc(S(=O)(=O)Nc2cc(S(=O)(=O)N3CCOCC3)ccc2NCC2CCCO2)cc1 (centres undefined)	8	-2.1	-15	-1.1	112	0.9	14	-1	0	-2	-2.0
c1ccc(-c2nnsc2-c2ccccc2)cc1	-17	2.0	110	-1.9	96	-1.7	-7	2	14	-4	3.4
COc1ccc(CCNC(=O)Cn2cc(C(F)(F)F)cc(Cl)c2=O)cc1	13	-1.0	-5	-1.1	101	2.6	2	-5	10	2	-2.8
CCCn1c(C)cc(C(=O)COC(=O)c2cc(S(=O)(=O)NCC(C)C)c(Cl)cc2Cl)c1C	0	3.2	35	-2.6	96	1.8	7	1	7	3	-0.1
CC(=O)N1CCN(c2ccc(S(C)(=O)=O)cc2[N+](=O)[O-])CC1	8	7.3	-20	0.9	101	1.4	12	0	-7	0	-1.7
CC(=O)N1N=C(c2ccco2)CC1c1ccc(C)cc1 (centres undefined)	20	5.2	78	2.1	95	2.5	-10	-3	24	-4	-3.9
Cc1cc2c(=O)n(Cc3ccco3)c(SCC(=O)c3ccc(Cl)s3)nc2s1	1	-1.6	-17	-1.4	101	2.7	1	-3	.	3	-0.1
COc1cc(Br)cc2cc(C(=O)N3CCN(C(=O)c4ccco4)CC3)c(=O)oc12	19	-0.4	-12	-0.4	92	0.9	-8	-3	-18	-8	-3.3
COc1cc(C(=O)N2CCN(C(=O)C3CCCO3)CC2)cc(OC)c1OC (centres undefined)	-1	0.4	.	-2.9	99	3.0	3	4	11	0	0.4
Cc1cc(C)c(C#N)c(Nc2ccc3c(c2)OCCO3)n1	4	2.7	-11	-0.7	101	3.0	24	-3	-2	5	-0.8
O=C(C1CC1)N1CCc2cc(Br)cc(S(=O)(=O)N3CCCCCC3)c21	14	-1.8	-6	-1.9	.	-0.5	3	1	.	12	-2.3
COc1ccc(-n2c(Cn3c(=O)sc4ccccc43)nnc2SCC(=O)N2CCCC2)cc1	5	2.3	4	-2.3	103	2.3	3	-9	16	18	-1.1
COc1ccc(-n2c(SCc3ccc([N+](=O)[O-])cc3)nnc2-c2ccc(C)cc2)cc1	1	2.8	1	0.9	133	0.0	43	-8	4	6	-0.1
Fc1ccccc1COc1ccc(/C=N/NC(=S)NCc2ccccc2)cc1	-27	3.9	1	3.4	.	0.7	3	-6	3	-1	5.2
COc1cc2c(C)nc3onc(-c4ccccc4)c3c2cc1OC	2	-1.5	-16	-1.1	95	1.4	-5	-2	3	1	-0.3
CC1CCc2nn(CC(=O)NCc3ccc4c(c3)OCO4)cc2C1 (centres undefined)	12	5.8	-6	-0.2	108	3.9	0	9	10	3	-2.3
Cc1ccc(NC(=O)CCNS(=O)(=O)c2ccccc2)cc1S(=O)(=O)N1CCOCC1	-16	1.0	-1	-2.6	100	-1.6	2	-4	6	1	2.5
CC1CCc2cc(F)ccc2N1C(=O)CSc1nnc2c3ccccc3n(C)c2n1 (centres undefined)	22	0.9	7	1.2	109	1.7	0	0	-23	0	-3.9
COc1ccc(N/C=C(\C=C\C#N)S(=O)(=O)c2ccccc2)cc1	5	2.0	1	1.9	101	0.2	7	-4	24	-4	-1.0
O=C(/C=C/c1ccco1)NCc1ccc2c(c1)OCO2	8	0.6	7	1.3	.	2.4	-5	2	-1	5	-1.8
CCOC(=O)c1c(-c2ccccc2)csc1NC(=O)c1cc(-c2ccccc2OC)on1	11	6.0	-5	1.3	94	1.6	7	-5	-18	3	-2.1
Cc1ccc(CCNC(=O)C2CCN(S(=O)(=O)c3ccc4c(c3)oc(=O)n4C)CC2)cc1	-16	3.2	71	-1.0	.	1.4	-8	4	-9	1	3.0
COc1ccc(-c2nc(SC(CC(=O)NCc3ccccc3)c3ccc(OC)c(OC)c3)n[nH]2)cc1 (centres undefined)	-9	4.7	-12	-3.0	105	4.4	-2	6	-9	2	1.2
O=C(O)Cc1c[nH]c2cccc(O)c12	-7	2.2	13	-2.2	96	-0.5	11	2	-9	-4	1.3
COc1ccc(-n2c(C)cc(C(=O)CSc3nnc(-c4ccoc4C)n3C)c2C)cc1	2	5.8	8	0.7	98	2.6	-1	7	0	0	-0.4
N#Cc1c(SCC(N)=O)nc(-c2ccccc2)c2c1CCCC2	6	-0.8	6	-1.2	106	3.0	4	-4	-8	3	-1.1
CCOc1cc(N2CCOCC2)c(OCC)cc1NC(=O)CSc1n[nH]c(N)n1	8	1.1	-8	0.5	95	4.3	1	-9	5	-8	-1.5
CCOc1ccc(N(CC(=O)OC)S(=O)(=O)c2ccc(OC)c(OC)c2)cc1	18	0.2	3	2.6	107	2.8	5	-3	-21	-4	-3.4
COC(=O)c1sc2ncn(CC(=O)N(C)C3CCCCC3)c(=O)c2c1C	5	1.6	-21	-1.8	.	-0.3	15	-8	21	-11	-0.7
COc1ccccc1NC(=O)c1ccc(S(=O)(=O)N2CCCC(C)C2)cc1 (centres undefined)	19	3.3	7	1.4	104	0.5	-4	-1	4	0	-3.6
COc1cc(OC)cc(C(=O)Nc2nnc(Cc3ccc(OC)c(OC)c3)s2)c1	13	0.3	-4	1.4	97	-1.8	5	-1	6	-2	-2.8
O=C(CNC(=O)c1cccc(Br)c1)N/N=C/c1ccc[nH]1	13	-1.1	71	-0.8	100	0.7	9	-15	-2	-4	-2.4
O=C(NCCn1ccc2ccccc21)c1ccc(S(=O)(=O)N2CCOCC2)cc1	-2	-2.2	-2	1.7	142	2.5	.	3	-13	-5	0.3
O=C(c1cc(-c2ccccc2)nc2ccccc12)N1CCN(c2ccccn2)CC1	1	2.3	13	2.1	.	2.2	8	-13	-20	5	-0.2
COc1cccc(NC(=O)c2ccc3nc(C)sc3c2)c1	13	5.0	15	-2.1	112	4.5	21	1	2	-2	-2.6
O=C1NC(=Nc2ccc(O)cc2)S/C1=C/c1ccco1	15	1.6	-7	-1.7	96	4.0	-23	1	-8	1	-3.2
CCOC(=O)C1CCCN(C(=O)c2ccc(C)c(S(=O)(=O)N3CCCCC3)c2)C1 (centres undefined)	18	0.4	-6	-2.1	101	-0.2	0	2	-3	0	-4.6
CN/C(=C/[N+](=O)[O-])NCCSCc1csc(CN(C)C)n1	5	0.8	11	-0.9	100	2.4	4	5	1	-6	-0.9
O=C(Nc1ccc2c(c1)OCO2)c1cccc(F)c1	4	3.6	300	0.2	100	4.6	8	0	16	1	-0.8
Cc1ccc(NC(=S)NCC(O)c2ccccc2)c(C)c1 (centres undefined)	6	0.8	-16	-0.6	112	0.9	-4	-11	-7	18	-1.2
Cc1cccc(N2CCN(Cc3ccoc3)CC2)c1C	3	0.2	5	-1.1	104	1.8	10	0	-22	0	-0.6
New compounds follow.
SMILES	OPRM1-OPRD1 inv	AddAB inh	Mot1-301 SUMO	Ecoli viability	DSG3 Ab inh	phage Ecoli inh	Arr AP2 block	PKA-R1A activ	PfHsp90 set2	Tat transport	MOR-DOR ag
O=C(COC(=O)c1cc(Br)ccc1O)NC1CCCCCC1	-3	0.2	-13	-0.7	106	4.6	5	-2	-53	13	0.5
C[C@H](NC(=O)c1ccco1)C(=O)Nc1cccc([N+](=O)[O-])c1	10	1.2	.	2.4	96	4.1	4	-14	13	5	-2.0
Cc1cc(C)nc(NNC2=CC(=[N+]3CCCC3)CCC2)n1	17	-1.5	7	0.2	108	3.1	12	-1	-3	-1	-3.2
COc1ccc(S(=O)(=O)N2CCN(CC(=O)NC3CC3)CC2)cc1	12	-0.4	-5	3.0	110	-0.6	44	-3	-5	-2	-2.1
OCCC1CN(CC(c2ccccc2)c2ccccc2)CCN1C1CCCC1 (centres undefined)	19	3.5	11	1.4	97	2.1	3	-13	15	-18	-3.4
COC(=O)[C@@H](Cc1c[nH]c2ccccc12)NC(=O)c1cc(=O)[nH]c2ccccc12	4	0.4	28	-1.7	85	-0.7	-6	-6	2	16	-0.7
CC1CCCCN1C(=O)COC(=O)c1cc(-c2cccs2)nn1-c1ccccc1 (centres undefined)	13	2.0	12	-0.2	93	1.5	-4	-14	13	4	-3.3
Cc1ccc(Oc2ccccc2/C=N/O)cc1	-20	3.3	1	-0.5	95	2.5	22	-3	-8	5	4.0
O=C(NC1CCCC1)C(c1cccnc1)N(C(=O)c1csnn1)C1CCCC1 (centres undefined)	1	2.1	-6	1.3	109	3.5	2	-7	.	-5	-0.2
CC(C)(C)C(=O)N1CCC[C@@]1(CO)C(=O)O	9	1.8	0	2.2	97	-1.7	5	-2	-10	-8	-1.7
CC1CC(C)CN(C(=O)c2cccc(S(=O)(=O)N3c4ccccc4CC3C)c2)C1 (centres undefined)	8	.	.	.	101	1.8	-5	12	.	14	-1.2
COc1ccc(C(=O)NNC2=C(C(=O)C(F)(F)F)CCC2)cc1	.	0.3	3	0.6	97	0.7	14	.	3	-23	.
